Assay outcomes from PubChem.
Nrf2 block: Nrf2 pathway inhibition | 2.1% of 360,000 active | Potency, µM (top dose mostly 46 µM), for inactives: at the top dose activity change, negative = inhibition, usual class: inhibitors | AID 504444 | A549 ARE-Fluc reporter, luciferase luminescence, 18-24 h; note: potency is the fitted concentration of half-maximal effect; % is set by controls: 0 for no effect and ±100 for the full control effect; nearly all actives have a fitted effect of over 60% in size
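A549 ARE_Fluc cells, 5000/well, 5% FBS OPTI-MEM; compounds in dose-response, 18-24 h at 37 °C/5% CO2; CellTiter-Fluor viability read (Ex 405/Em 525), then BugLite luciferase luminescence = Nrf2 activity.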
Akt phos inh: blocks phosphorylation of Akt; Neuro2A IGF-stimulated pAkt S473 HTRF, 20 min; hits give low values; activity change, % for hits at 50 µM; 0.32% of 360,000 active; in the data active = activity change below about -80%; inconclusive = mostly about -51% to -80%; note: % is set by controls: 0 for no effect and ±100 for the full control effect
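Single-point screen (50 µM final compound) in Neuro2A cells stimulated 20 min with 6 nM IGF at 37 deg C. After lysis, Ser473-phosphorylated Akt read by HTRF (ex 330 nm, em 615/665 nm) as the 665/615 ratio.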
Nrf2 activator: activators of Nrf2 (ARE) signaling; AREc32 ARE-luciferase reporter (MCF7-derived line), luminescence, 24 h; Potency, µM (top dose mostly 46.1 µM), for inactives: top-dose activation, most hits filed as activators; 0.31% of 410,000 active; note: potency is the fitted concentration of half-maximal effect; % of control where 0% means no effect; nearly all actives have a fitted effect of over 65% in size
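ARE activation measured as luciferase luminescence (Steady-Glo, 30 min RT) in AREc32_Fluc cells after 24 hr compound exposure at 37 deg C, 5% CO2; cells seeded overnight at 1000/well in OPTI-MEM, 5% FBS.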
Mm-Cpn inhibitor: inhibitors of Methanococcus maripaludis chaperonin (MmCpn); purified Mm-Cpn ATPase, ADP Transcreener TR-FRET; Potency, µM (highest dose often 76.9 µM), for inactives: at the top dose activity, negative = inhibition, actives largely listed as inhibitors; 0.031% of 330,000 active; AID 504842; note: potency is the fitted concentration of half-maximal effect; % is set by controls: 0 for no effect and ±100 for the full control effect; nearly all actives have a fitted effect of over 80% in size
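Inhibition of chaperonin ATP hydrolysis is measured as reduced ADP production, detected by competitive TR-FRET in which signal falls with ADP. Final enzyme 25 nM and ATP 10 uM, reacted 30 min at 37°C.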
A549 viability: A549 cytotoxicity, counter-screen for Nrf2 inhibitors | A549 ARE-Fluc cells, CellTiter-Fluor viability, 18-24 h | Potency, µM (top dose mostly 46 µM), without a hit: at the highest dose activity change, negative = cytotoxicity, actives largely listed as inhibitors | 0.16% of 390,000 active | AID 504648; note: potency is the fitted concentration of half-maximal effect; % is set by controls: 0 for no effect and ±100 for the full control effect
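A549 ARE_Fluc cells in 5% FBS OPTI-MEM were exposed to compounds in concentration-response for 18-24 h at 37 deg C. Viability was read by CellTiter-Fluor fluorescence (Ex 405/Em 525) after 30 min, before the luciferase read.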
TGFb SMAD3 inh: inhibitors of TGF-b signaling. HepG2 CAGA-GFP TGF-b/SMAD3 reporter, GFP fluorescence, 18 h; TGF-beta stimulated, 500 pg/mL final. AID 588855. 1.2% of 410,000 active. Potency, µM (top dose mostly 46.1 µM), for inactives: top-dose activity, negative = inhibition, most hits filed as inhibitors; note: potency is the fitted concentration of half-maximal effect; % is set by controls: 0 for no effect and ±100 for the full control effect; nearly all actives have a fitted effect of over 65% in size
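Using HEPG2 CAGA-GFP reporter cells at 1000 cells/well, we pinned test compounds, stimulated with recombinant TGF-beta (500 pg/mL final) and measured total well GFP after 18 h.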
EPAC2 ag: EPAC2 (human) agonism; Q8WZA2; EPAC2 activation, biochemical qHTS; response scale: 100% = 6.5 mM cAMP response; Potency, µM (titrated, usually from 154 µM), for the others: at the highest dose activation, usual class: activators; 0.079% of 360,000 active; AID 720711; note: potency is the fitted concentration of half-maximal effect; nearly all actives have a fitted effect of over 50% in size
Target sequence (Q8WZA2 whole entry, looked up): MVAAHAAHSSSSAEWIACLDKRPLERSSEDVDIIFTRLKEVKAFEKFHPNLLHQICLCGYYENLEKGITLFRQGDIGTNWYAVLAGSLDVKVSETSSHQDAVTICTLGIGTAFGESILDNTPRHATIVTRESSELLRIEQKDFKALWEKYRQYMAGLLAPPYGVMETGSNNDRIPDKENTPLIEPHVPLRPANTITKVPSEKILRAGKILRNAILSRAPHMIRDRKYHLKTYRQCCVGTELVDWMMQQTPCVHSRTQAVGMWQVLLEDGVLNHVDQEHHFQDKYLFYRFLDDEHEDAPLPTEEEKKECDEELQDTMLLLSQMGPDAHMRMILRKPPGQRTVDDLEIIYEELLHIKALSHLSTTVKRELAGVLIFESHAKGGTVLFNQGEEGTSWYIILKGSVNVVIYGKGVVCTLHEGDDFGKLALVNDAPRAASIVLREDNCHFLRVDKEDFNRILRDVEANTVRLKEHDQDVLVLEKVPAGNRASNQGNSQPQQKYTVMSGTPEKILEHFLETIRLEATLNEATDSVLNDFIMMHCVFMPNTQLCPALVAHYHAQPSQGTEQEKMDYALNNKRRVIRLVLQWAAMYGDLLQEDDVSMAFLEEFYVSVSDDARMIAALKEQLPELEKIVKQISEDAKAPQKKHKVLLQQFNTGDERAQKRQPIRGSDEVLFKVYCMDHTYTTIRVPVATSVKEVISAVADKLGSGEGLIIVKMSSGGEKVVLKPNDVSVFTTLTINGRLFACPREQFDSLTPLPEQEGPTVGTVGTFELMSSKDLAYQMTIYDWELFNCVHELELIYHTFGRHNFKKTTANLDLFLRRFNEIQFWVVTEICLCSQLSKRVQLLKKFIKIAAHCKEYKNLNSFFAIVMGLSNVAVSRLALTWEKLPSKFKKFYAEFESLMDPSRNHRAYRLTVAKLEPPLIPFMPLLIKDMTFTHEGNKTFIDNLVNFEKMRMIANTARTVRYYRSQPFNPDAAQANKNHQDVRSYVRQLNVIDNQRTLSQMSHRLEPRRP
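EPAC2 (100 nM) mixed with Rap1B loaded with BODIPY-GDP (250 nM) plus 50 uM unlabeled GDP; compounds pinned in, 5 min RT, then read every 5 min for 30 min (ex 480, em 540 nm). Normalized to cAMP control.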
CCT chaperon mod: modulators of cytosolic chaperonin (CCT/TRiC) activity; purified chaperonin ATPase assay, HTRF ADP detection, 30 min; activity change, % (concentration not given with the values), hits read low; 0.3% of 360,000 active; AID 651819; in the data active = activity change below about -30%; note: % is set by controls: 0 for no effect and ±100 for the full control effect
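We incubate TRiC, 40 or 20 nM final, with library compounds at 76 uM and 10 uM ATP for 30 min at 37 °C. ADP formed is detected with Transcreener HTRF reagents after 30 min at room temperature.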
EPAC2 antagonist: EPAC2 (human) antagonism | Q8WZA2 | EPAC2 GEF exchange of Rap1B-BODIPY-GDP, fluorescence | Potency, µM (highest dose often 114 µM), inactives show at the highest dose activity, negative = inhibition, usual class: inhibitors | 0.18% of 360,000 active; note: potency is the fitted concentration of half-maximal effect; % is set by controls: 0 for no effect and ±100 for the full control effect; nearly all actives have a fitted effect of over 45% in size; many of its hits are not listed in these tables
The depositor's hits bear a star; i = inactive; ? = inconclusive; · = not tested or not shown; [ ] = another dose, or the depositor's remark. Unless noted, calls come from the whole dose curve; as a rule, active = well fitted curve in the direction sought with a large enough effect; inconclusive = small, poorly fitted or top-dose-only effect, or another doubt; inactive = no such curve, though single readings can be large; an effect the other way counts as inactive or inconclusive.

Values in the order – Nrf2 block | Akt phos inh | Nrf2 activator | Mm-Cpn inhibitor | A549 viability | TGFb SMAD3 inh | EPAC2 ag | CCT chaperon mod | EPAC2 antagonist
1	CC1CCN(C(=O)c2ncn(C)c2C(=O)N2CCC(C)CC2)CC1
  4% | i | 0.3% | 3% | 7% | -42% | 6% | -0.9 | 4%
2	CC(=O)c1ccc(-c2cnc3c(NC=O)cc(-c4cccc(C(=O)N(C)C)c4)cn23)cc1
  · | i | 0.6% | · | · | -4% | 8% | 0.4 | -5%
3	Cc1cc(NC(=O)CSc2nc3cc(C)c(C)cc3cc2C)no1
  3% | i | 0.0% | -2% | 1% | -15% | -7% | 0.4 | 22%
4	CC(C)Cc1ccc(C(C)C(=O)OCC(=O)c2c[nH]c3ccccc23)cc1 (stereo not drawn)
  ? | i | 3.2% | 2% | -21% | ? | -13% | 1.6 | -28%
5	Cn1c(=O)c2c([nH]c(=O)n2C)n(C)c1=O
  7% | i | -0.1% | -1% | 14% | 1% | 7% | -0.5 | -5%
6	CCOC(=O)c1sc(-c2ccccc2)cc1NC(=O)Nc1ccc([N+](=O)[O-])cc1
  10% | i | -0.6% | 1% | 13% | -2% | 11% | -6.2 | 5%
7	Cc1cc(S(=O)(=O)N2CCN(c3c(C)cccc3C)CC2)ccc1F
  · | i | 0.2% | -2% | 2% | -33% | 5% | -1.6 | -1%
8	NC(=O)c1nsc(C(=O)N(c2ccccc2F)C(C(=O)NCc2ccccc2)c2ccc(O)cc2)c1N (stereo not drawn)
  -28% | i | 4.8% | -2% | -18% | 0% | 7% | -6.9 | 2%
9	Cc1ccc(NC(=O)c2ccccc2-c2ccccc2C(=O)O)cc1C
  -3% | i | -0.5%[9.22 µM] | 0% | 1% | -4% | 1% | 1.4 | 2%
10	O=C(Nc1cc(Sc2ccccn2)cc([N+](=O)[O-])c1)c1ccc(Cl)cc1
  · | i | 3.7% | -3% | ? | 14µM* | 21% | -4.0 | 0%
11	COc1cc(C(=O)Nc2sc3c(c2C(=O)O)CCC3)cc(OC)c1OC
  ? | i | 0.1% | -1% | -2% | -13% | 10% | -2.4 | -7%
12	CC1Nc2ncnc(N3CCN(c4ccccc4)CC3)c2N(Cc2ccccc2)C1=O (stereo not drawn)
  -16% | i | 0.0% | -2% | -1% | 18% | 1% | -0.2 | 16%
13	COc1ccc(-n2nc3c(c2NC(=O)COc2cccc(OC)c2)CS(=O)(=O)C3)cc1
  4% | i | -0.8% | 1% | -1% | -3% | 6% | -3.9 | 10%
14	CCOC(=O)N1CCN(CC(=O)N2CCC(C(N)=O)CC2)CC1
  7% | i | 0.3% | -1% | 1% | -2% | 1% | 1.1 | -3%
15	COC(=O)c1c(NC(=O)/C=C/c2ccc(OC)cc2)sc2c1CCC2
  4% | · | 0.0% | · | 0% | 6% | · | · | ·
16	Cc1ccc(-n2nnnc2SCC(=O)NNC(=O)c2ccco2)c(C)c1
  9% | i | -0.5% | -2% | 0% | 23% | 4% | -1.7 | 9%
17	Fc1ccc(C2N(c3ccccc3)C(=S)N3CCCN23)cc1 (stereo not drawn)
  0% | i | -1.0% | 0% | 5% | 28% | 12% | -1.8 | -1%
18	CCOc1cc(NC(=O)C2CCCCC2)c(OCC)cc1NC(=O)c1ccccn1
  -3% | i | -0.5% | 0% | 0% | 17% | -8% | -0.4 | 8%
19	Cc1ccc(C)c(-n2nnnc2Sc2nnnn2-c2ccccc2)c1
  ? | i | -1.5% | -13% | ? | ? | -3% | 1.8 | -6%
20	COC(=O)CSc1nnc(-c2ccccc2OC)o1
  ? | i | -0.1% | 0% | -5% | 7% | 2% | 0.1 | 3%
21	Cc1ccc(NC(=O)CSc2n[nH]c(C)c2[N+](=O)[O-])cc1
  5% | i | -1.1% | -3% | -2% | -14% | 5% | 2.1 | 14%
22	O=C(CSc1ncn(-c2ccccc2)n1)Nc1nc(-c2ccccc2)cs1
  ? | i | 2.8% | 1% | -7% | 19% | -2% | -1.1 | 21%
23	O=C(NCCN1CCOCC1)c1ccc(=O)n(Cc2ccc(Cl)cc2)c1
  -5% | i | 0.1% | 0% | 1% | -4% | 8% | -2.6 | 4%
24	COc1cc(C(=O)NCC2CCCO2)ccc1OCc1c(C)noc1C (stereo not drawn)
  -9% | i | -0.4% | 1% | -4% | -5% | 1% | -0.6 | 5%
25	NC(=O)c1ccc(Cn2c(C(=O)c3ccc(Cl)cc3)c3ccccc3[n+]2[O-])cc1
  ? | i | 2.6% | 0% | -19% | 10% | 10% | -0.9 | -7%
26	CCOC(=O)N1CCN(C(=O)CSCc2ccccc2)CC1
  ? | i | 3.7% | 0% | 0% | -7% | 1% | -1.4 | 8%
27	O=C(NCCc1ccc(Cl)cc1)c1nnc(Cc2ccc(F)cc2)o1
  8% | · | 0.0% | · | 5% | -10% | · | · | ·
28	CCOc1ccccc1CN1CCN(Cc2ccc3cc(F)ccc3n2)CC1CCO (stereo not drawn)
  6% | i | 0.5% | 2% | 0% | -32% | 9% | -3.3 | 2%
29	O=C(CSc1ccc(-c2cccs2)nn1)Nc1ccccc1C(F)(F)F
  -12% | · | 0.2% | · | 17% | -24% | · | · | ·
30	O=C(CSCCOc1ccccc1)NCc1ccncc1
  8% | i | -0.3% | -1% | -2% | 14% | 3% | 1.0 | 10%
31	CCOC(=O)c1cnn(CCOC(=O)c2ccccc2)c1NC(=O)c1ccccc1
  -2% | i | 3.0% | -1% | -7% | -4% | 0% | 0.6 | -9%
32	Cc1cc(C)cc(OCCSc2nc3ccc(NC(=O)c4cccs4)cc3s2)c1
  -26% | · | 3.7% | · | -18% | -33% | · | · | ·
33	Cc1cccc(Cc2nc3ccccc3[nH]2)c1
  -5% | i | 0.8% | · | -2% | -1% | 7% | -1.1 | -9%
34	COC(=O)[C@@H](NS(=O)(=O)c1cc(Br)ccc1Br)C(C)C
  · | i | -0.4% | · | · | -5% | -4% | 0.8 | -6%
35	CCOc1ccc(CCNc2ncnc3onc(-c4ccc(Cl)cc4)c23)cc1
  7.3µM* | · | -1.4% | · | -9% | -5% | · | · | ·
36	CCCc1nc2oc3c(NCCCN(C)C)ncnc3c2c2c1CCCC2
  -1% | i | 3.6% | 2% | ? | ? | -3% | -0.6 | -13%
37	CCCCOc1ccc(CSC2=NCCN2)cc1[N+](=O)[O-]
  ? | i | 7.5% | -1% | -24% | ? | 6% | -0.3 | -14%
38	Cc1ccc(C)c(S(=O)(=O)N(C(=O)c2ccncc2)c2ccc(OC(=O)c3ccncc3)cc2)c1
  ? | i | 4.9% | 3% | -17% | 0% | 7% | -4.9 | -16%
39	CCOC(=O)[C@]12CCC=C1N(Cc1ccco1)C(=O)[C@H](CC(=O)NCc1cccc3ccccc13)C2
  · | i | 0.4% | · | · | · | 0% | 0.5 | -9%
40	CC(CNC(=O)CC(C)(C)C)NC(=O)CC(C)(C)C (stereo not drawn)
  ? | i | -0.6% | -1% | -1% | 5% | 2% | 0.0 | 0%
41	CCOc1ccc(-c2nnn(CC(=O)c3ccc4c(c3)OCCO4)n2)cc1OCC
  -19% | i | 4.1% | -1% | 1% | ? | 4% | -0.6 | 8%
42	COc1ccc([N+](=O)[O-])cc1C(=O)NCCOc1ccc(Cl)cc1
  -27% | i | 4.7% | 2% | 5% | -24% | 2% | -6.5 | -4%
43	O=C(CSc1nnc(Cc2ccccc2)n1Cc1ccco1)NC12CC3CC(CC(C3)C1)C2
  26µM* | i | 2.3% | 1% | -15%[1.84 µM] | ? | -1% | 0.0 | -14%
44	CCOc1ccccc1C1C(C(=O)OC)=CN(C)C=C1C(=O)OC
  9% | i | -0.9% | -2% | ? | 21% | 6% | 0.2 | 0%
45	COc1cccc(CC(=O)OCC(=O)N(C)CC(=O)Nc2ccccc2Cl)c1
  3% | i | -0.5% | 0% | 6% | -2% | 8% | -10 | -1%
46	COc1ccc(-c2cc3nc(C)c(CCC(=O)NCc4ccccc4Cl)c(C)n3n2)c(OC)c1
  -1% | · | -0.8% | · | 0% | 10% | · | · | ·
47	CN(C(=O)CCNC(=O)Cn1cnc2ccccc2c1=O)c1ccc(Br)cc1
  4% | i | 0.6% | 1% | 1% | -7% | 10% | 1.9 | 5%
48	COc1ccc(C(NC(=O)C(C)C)c2c(O)ccc3ccccc23)cc1OC (stereo not drawn)
  4% | i | 2.7% | 2% | 4% | 12% | 5% | -0.4 | -15%
49	O=S(=O)(Nc1ccc2nc(-c3ccc(F)cc3)oc2c1)c1ccccc1
  ? | · | 0.6% | · | -6% | ? | · | · | ·
50	Cc1c(NC(=O)CSc2ccccc2Cl)c(=O)n(-c2ccccc2)n1C
  -1% | i | -0.2% | -2% | 2% | 5% | -1% | 1.3 | 12%
51	COC(=O)c1ccc(NC(=O)COC(=O)C2CC(=O)N(Cc3ccccc3)C2)cc1 (stereo not drawn)
  10% | i | -0.5% | -3% | 8% | -14% | 4% | -0.2 | -2%
52	Cc1cc(=O)oc(C)c1C(=O)NCc1c(F)cc(F)cc1F
  5% | i | -0.6% | -1% | -5% | -2% | 0% | 1.7 | 5%
53	O=C(CSc1ccc2nnc(CCNS(=O)(=O)c3ccccc3)n2n1)Nc1ccccc1C(F)(F)F
  -11% | · | -0.8% | · | 5% | 31%[activator] | · | · | ·
54	O=C(N/C(=C\c1cccnc1)C(=O)N1CCOCC1)c1cccc(Br)c1
  4% | i | -0.4% | -4% | -6% | ? | 3% | -0.8 | 18%
55	Cc1nn(C/C(C#N)=N\O)c(C)[n+]1N
  16% | i | 0.2% | 2% | 3% | -4% | 8% | 1.3 | -3%
56	Cn1c(CN2CCN(CCO)CC2)c(C#N)c2ccccc21
  -27% | i | 0.3% | -1% | -9% | 22% | 8% | -1.5 | -3%
57	Cc1c(CNCCC2=CCCCC2)c(C(=O)O)c(C)n1Cc1ccccc1
  10% | i | 0.0% | 4% | 4% | -12% | 5% | -0.4 | 5%

A portion of the library; rates above refer to the full screens.
